Source: PubChem
PNC assembly inh: blocks assembly of the perinucleolar compartment | 140,000 tested, 3.1% active | PC3M PTB-GFP, PNC prevalence imaging, 16 h; hits give low values | activity change (PNC), negative = inhibition, % at 10 µM;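 active means readout at or below -70, meaning at least 70% loss of cells showing the perinucleolar compartment, a nuclear body marking cancer cells; inconclusive means readout between -30 and a set limit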;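 further: plate controls were DMSO wells for no effect and camptothecin positive control wells for full effect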
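PC3M cells stably expressing PTB-GFP, 750–1000 cells/well, treated 16 h at 37 °C with compound (23 nl of library stock), in duplicate. After paraformaldehyde fixation and Hoechst stain, imaged at 20x; PNC prevalence scored by image analysis.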
IMPase inh: IMPase inhibition in cells | 120,000 tested, under 10 active | inhibition (IP1 accumulation), % at 46.1 µM | AID 901 | CHO-M1 cells, IP1 accumulation, HTRF TR-FRET ratio; active means well fitted curve in the direction sought with a large enough effect in the signal ratio, not every such curve was filed as active; inconclusive means small, poorly fitted or top-dose-only effect, or a change in a side signal; inactive means no such curve, though single readings can be large or run the other way; the % refers to the signal ratio;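 further: cells stimulated with carbachol in lithium chloride buffer; plate controls were DMSO basal wells for no effect and reference inhibitor wells for full effect; higher means more IMPase inhibition seen as more IP1 and lower FRET ratio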
Target sequence (P97697 whole entry, looked up): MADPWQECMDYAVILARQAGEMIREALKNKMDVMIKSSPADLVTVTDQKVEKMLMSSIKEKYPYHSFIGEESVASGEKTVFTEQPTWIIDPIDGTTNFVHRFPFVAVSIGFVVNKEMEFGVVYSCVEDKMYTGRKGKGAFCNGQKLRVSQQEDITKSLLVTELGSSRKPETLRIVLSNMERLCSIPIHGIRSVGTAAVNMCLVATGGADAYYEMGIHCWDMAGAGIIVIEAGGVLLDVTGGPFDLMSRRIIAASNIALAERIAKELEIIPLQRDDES
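Carbachol-driven Gq signalling in CHO-M1 cells (2000/well) generates IP1. Compounds that block IMPase raise IP1 and so reduce the FRET signal from Eu-anti-IP1 and d2-IP1 after a 10 min room-temperature lysis.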
15-hLO-2 inh: 15-hLO-2 (ALOX15B) enzyme inhibition | purified 15hLO-2, xylenol orange hydroperoxide absorbance | Potency, µM (top dose mostly 57.1 µM), for the others: at the top dose activity change, negative = inhibition, hits mostly inhibitors | 110,000 tested, 0.56% active | AID 881; further: potency means the concentration at half of the fitted maximal effect; nearly all actives have a fitted effect of over 60% in size; many of its hits are not listed in these tables
Target sequence (O15296 whole entry, looked up): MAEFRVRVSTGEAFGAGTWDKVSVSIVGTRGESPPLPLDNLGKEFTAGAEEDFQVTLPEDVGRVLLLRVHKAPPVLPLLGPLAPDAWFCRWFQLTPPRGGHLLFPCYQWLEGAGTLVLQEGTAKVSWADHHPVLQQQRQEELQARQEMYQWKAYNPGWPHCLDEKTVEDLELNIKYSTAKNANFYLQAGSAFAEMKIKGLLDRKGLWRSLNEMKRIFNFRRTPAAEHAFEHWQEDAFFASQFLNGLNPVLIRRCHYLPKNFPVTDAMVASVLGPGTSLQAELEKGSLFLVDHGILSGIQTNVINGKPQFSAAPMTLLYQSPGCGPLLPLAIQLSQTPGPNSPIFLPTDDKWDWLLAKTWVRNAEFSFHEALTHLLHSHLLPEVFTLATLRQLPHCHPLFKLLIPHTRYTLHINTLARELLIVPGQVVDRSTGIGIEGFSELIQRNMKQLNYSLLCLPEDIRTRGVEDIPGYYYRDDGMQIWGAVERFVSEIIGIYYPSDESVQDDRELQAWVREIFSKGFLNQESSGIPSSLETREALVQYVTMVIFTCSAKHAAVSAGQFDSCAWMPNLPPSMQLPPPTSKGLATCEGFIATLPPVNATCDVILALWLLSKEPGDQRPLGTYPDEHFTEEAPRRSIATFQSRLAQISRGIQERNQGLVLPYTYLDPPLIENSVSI
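Purified human 15hLO-2 (50 nM final) preincubated with compounds 15 min at room temperature in 25 mM Hepes pH 7.5, 0.01% Triton X-100, then 45 uM arachidonic acid added for 90 min; hydroperoxide detected via ferrous/xylenol orange, 573/405 nm absorbance ratio.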
12-hLO inh: 12-hLO (ALOX12) enzyme inhibition; Potency, µM (doses to about 57.1 µM), for inactives: at the highest dose activity change, negative = inhibition, actives largely listed as inhibitors; purified 12-hLO, xylenol orange hydroperoxide absorbance; 150,000 tested, 0.12% active; P18054; further: potency means the concentration at half of the fitted maximal effect; nearly all actives have a fitted effect of over 55% in size; many of its hits are not listed in these tables
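150 nM 12hLO, 25 mM Hepes pH 7.0 + 0.01% Triton X-100; cpd preinc 15 min RT; 40 uM arachidonic acid, 30 min RT; Fe-XO 30 min; A573/A405 ratio as read-out.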
Active calls of the source: *; [ ] = dose if it differs, or a comment. Unless noted, the call rests on the fitted dose curve; in most records, active means well fitted curve in the direction sought with a large enough effect; inconclusive means small, poorly fitted or top-dose-only effect, or another doubt; inactive means no such curve, though single readings can be large; an effect the other way counts as inactive or inconclusive. Unless noted, on the % scale 0 is the no-effect control and ±100 the full control effect. Random draw from the library. Share with any hit: about 3.1%.

For COc1ccc2nc(NC(=O)C3COc4ccccc4O3)sc2c1 (stereo unspecified) the results were PNC assembly inh 20, IMPase inh 6, 15-hLO-2 inh 25% and 12-hLO inh -25%.
N#Cc1c(N)nc2c3c(sc(=N)c2c1N)NC(=O)CC3c1c(F)cccc1Cl (stereo unspecified) was read as PNC assembly inh inconclusive, IMPase inh 1, 15-hLO-2 inh -25% and 12-hLO inh -13%.
Cc1ccc(-n2c(CNc3ccc(F)cc3)nnc2SCC(=O)NCc2ccco2)cc1 was read as PNC assembly inh inconclusive, IMPase inh 7, 15-hLO-2 inh 0% and 12-hLO inh 0%.
`COc1ccc(C(=O)N2CCC3(CCN(C(=O)Nc4ccccc4)CC3)CC2)cc1` gave 15-hLO-2 inh 6% and 12-hLO inh 2%.
For Nc1cc(=O)[nH]c(SCC(=O)Nc2cc(Cl)cc(Cl)c2)n1 the results were PNC assembly inh 6, IMPase inh -1, 15-hLO-2 inh -7% and 12-hLO inh 1%.
Cc1nnc(NC(=O)NCN2C(=O)C3C4C=CC(C4)C3C2=O)s1 (stereo unspecified) was read as PNC assembly inh -9, IMPase inh 0, 15-hLO-2 inh 1% and 12-hLO inh -1%.
For Clc1ccc(-c2nnc3c4ccccc4nc(N4CCOCC4)n23)cc1Cl the results were PNC assembly inh 16, IMPase inh 6, 15-hLO-2 inh 10% and 12-hLO inh -8%.
Screening COCCNC(=O)/C(C#N)=C/c1c(N2CC(C)OC(C)C2)nc2ccccn2c1=O (stereo unspecified) returned PNC assembly inh -30 and 12-hLO inh 0%.
For CN(C(=O)CSc1nc2ccccc2n1CCc1ccccc1)C1CCS(=O)(=O)C1 (stereo unspecified) the results were PNC assembly inh inconclusive, IMPase inh 7, 15-hLO-2 inh -18% and 12-hLO inh 4%.
For CCOC(=O)N1CCC(N2C(=O)c3ccccc3C2Nc2ccccc2C)CC1 (stereo unspecified) the results were PNC assembly inh inconclusive, IMPase inh -2, 15-hLO-2 inh -1% and 12-hLO inh -8%.
`COc1ccc(N(CC(=O)NCc2cccnc2)S(=O)(=O)c2c(C)nn(C)c2C)cc1` gave PNC assembly inh inconclusive, IMPase inh -2, 15-hLO-2 inh 6% and 12-hLO inh 0%.
`Cc1ccccc1N(CC(=O)NCc1ccc2c(c1)OCO2)C(=O)CCC(=O)Nc1ccccn1` gave PNC assembly inh 25, IMPase inh 0, 15-hLO-2 inh -3% and 12-hLO inh 4%.
`COc1ccccc1NC(=O)c1cc(C(=O)Nc2ccccc2OC)cc(N2C(=O)CCC2=O)c1` gave PNC assembly inh 34 and 12-hLO inh 3%.
Screening O=C1NC(=O)c2cc(NC(=O)C3CCCCC3)ccc21 returned PNC assembly inh inconclusive, IMPase inh 3, 15-hLO-2 inh 0% and 12-hLO inh -6%.
`Cn1c(=O)n(Cc2ccccc2F)c(=O)c2c1nc1n2CCCN1CCc1ccccc1` gave PNC assembly inh -7, IMPase inh -11, 15-hLO-2 inh -6% and 12-hLO inh -6%.
COc1ccccc1-c1nnc(SCC(=O)Nc2cc(C)on2)o1 was read as PNC assembly inh -4, IMPase inh -13, 15-hLO-2 inh 2% and 12-hLO inh -3%.
COc1ccc(C(=O)NCCn2ccc3ccccc32)cc1OC was read as PNC assembly inh -25, IMPase inh 13, 15-hLO-2 inh -2% and 12-hLO inh -4%.
Cc1ccc2c(c1)N(Cc1ccncc1)C(=O)C(C)O2 (stereo unspecified) was read as PNC assembly inh -18, IMPase inh -4, 15-hLO-2 inh 1% and 12-hLO inh 3%.
For COCCn1c(SC(C)C(=O)Nc2ccc3c(c2)OCCO3)nc2ccccc2c1=O (stereo unspecified) the results were PNC assembly inh inconclusive, IMPase inh 3, 15-hLO-2 inh 2% and 12-hLO inh -5%.
Screening CCn1c2ccccc2c2cc(NC(=O)N3CCOCC3)ccc21 returned PNC assembly inh 20, IMPase inh inconclusive, 15-hLO-2 inh -28% and 12-hLO inh -3%.
O=C1C(c2ccc(F)cc2)N(CC2COc3ccccc3O2)C(=O)CN1C1CCCCC1 (stereo unspecified) was read as PNC assembly inh -10, IMPase inh 13, 15-hLO-2 inh 5% and 12-hLO inh 1%.
`Fc1ccc(NC(=S)N2CCCc3ccccc32)cc1` gave PNC assembly inh -14, IMPase inh 5, 15-hLO-2 inh inconclusive and 12-hLO inh -6%.
For CC(CCc1ccccc1)NC(=O)COC(=O)CC1CC2CCC1C2 (stereo unspecified) the results were PNC assembly inh inconclusive, IMPase inh -1 and 12-hLO inh -4%.
Screening COC(=O)/C(=C\c1ccc([N+](=O)[O-])o1)NC(=O)c1ccccc1 returned PNC assembly inh 11, IMPase inh 10, 15-hLO-2 inh -13% and 12-hLO inh -12%.
For CCOC(=O)c1c(NC(=O)Cn2nc([N+](=O)[O-])c(Br)c2C)sc2c1CCC(C)C2 (stereo unspecified) the results were PNC assembly inh 31, IMPase inh 0, 15-hLO-2 inh 1% and 12-hLO inh 9%.
`CCCn1nnc(NC(=O)COc2ccc(Cl)cc2)n1` gave PNC assembly inh -12, IMPase inh inconclusive, 15-hLO-2 inh 13% and 12-hLO inh -6%.
`OCCN1CCN(c2nc(N3CCCCC3)nc(N3CCCCC3)n2)CC1` gave PNC assembly inh -23, IMPase inh 5, 15-hLO-2 inh 43%[activator] and 12-hLO inh 6%.
Screening CCOc1ccc(/C=C/C(=O)Nc2ccc3[nH]c(=O)[nH]c3c2)cc1 returned PNC assembly inh -1, IMPase inh 16 and 12-hLO inh 3%.
Screening COc1ccc(NS(=O)(=O)c2cc(NC(=O)c3ccc(F)cc3)ccc2OC)cc1 returned PNC assembly inh -1 and 12-hLO inh -3%.
For Cc1nc(N[C@@H](Cc2ccccc2)C(=O)O)c2oc3ccccc3c2n1 the results were PNC assembly inh 52, IMPase inh -4, 15-hLO-2 inh 6% and 12-hLO inh 0%.
O=C(COc1ccc(F)cc1)NNC(=O)c1cc2ccccc2oc1=O was read as PNC assembly inh -88* and 12-hLO inh -1%.
CCOc1ccc(N2C(=O)CC(N3CCN(c4ccccc4F)CC3)C2=O)cc1 (stereo unspecified) was read as PNC assembly inh 7, IMPase inh 0, 15-hLO-2 inh -11% and 12-hLO inh -3%.
`C=CCn1c(SCc2ccc3nonc3c2)nnc1-c1cccs1` gave PNC assembly inh -17, IMPase inh 11, 15-hLO-2 inh -9% and 12-hLO inh -7%.
For Cc1cccc(NC(=O)c2cc(Cl)ccc2[N+](=O)[O-])c1 the results were PNC assembly inh inconclusive and 12-hLO inh 0%.
Screening O=C(NCc1ccco1)C1CCCN(S(=O)(=O)c2cccc3cccnc23)C1 (stereo unspecified) returned PNC assembly inh 30, IMPase inh 0, 15-hLO-2 inh -10% and 12-hLO inh 3%.
Screening CC(C)n1c(=O)[nH]c2ccccc21 returned PNC assembly inh -8, IMPase inh 3, 15-hLO-2 inh 9% and 12-hLO inh -3%.
Screening COc1ccc(OC)c(NS(=O)(=O)c2ccc(NC(C)=O)cc2)c1 returned PNC assembly inh -27, IMPase inh -5, 15-hLO-2 inh -1% and 12-hLO inh 7%.
For CCC(=O)Nc1cccc(NC(=S)NC(=O)c2ccccc2Cl)c1 the results were PNC assembly inh inconclusive, IMPase inh 9, 15-hLO-2 inh -17% and 12-hLO inh -1%.
Screening COC(=O)CSc1nc2c(c(C3CC=CCC3)c1C#N)CCC2 (stereo unspecified) returned PNC assembly inh inconclusive, IMPase inh -6 and 12-hLO inh -2%.
For COc1cc(C2C(C#N)=C(C)NC(C)=C2C#N)cc(OC)c1OC the results were PNC assembly inh 19 and 12-hLO inh 1%.
`O=[N+]([O-])c1cc(CN2CCCC2)c2cccnc2c1O` gave PNC assembly inh 8 and 12-hLO inh -13%.
`Cc1c(N2C(=O)/C(=C\c3ccc(N(C)C)cc3)N(C)C2=S)c(=O)n(-c2ccccc2)n1C` gave PNC assembly inh inconclusive, IMPase inh 14 and 12-hLO inh -7%.
`CCCCOC(=O)C1=C(C)NC(=O)NC1c1ccc([N+](=O)[O-])s1` (stereo unspecified) gave PNC assembly inh 8 and 12-hLO inh -3%.
`Cc1cc(C)cc(N2CCCC2=O)c1` gave PNC assembly inh inconclusive, IMPase inh 8 and 12-hLO inh 13%.
For Cn1c(=O)c(C(=O)CN2CCc3ccccc32)c(N)n(Cc2ccccc2)c1=O the results were PNC assembly inh inconclusive, IMPase inh 2 and 12-hLO inh 0%.
For CN(Cc1ccccc1)c1nc2c(c(=O)[nH]c(=O)n2C)n1Cc1ccccc1Cl the results were PNC assembly inh -16, IMPase inh 4, 15-hLO-2 inh 4%[2.29 µM] and 12-hLO inh -2%.
For O=C(Nc1cccc(-c2nc3cccnc3s2)c1)C1c2ccccc2Oc2ccccc21 the results were PNC assembly inh -119* and 12-hLO inh 3%.
For Cc1ccc(Nc2nc(N)nc(CSc3nncn3C)n2)cc1 the results were PNC assembly inh -10, IMPase inh -6 and 12-hLO inh 13%.
`CCOC(=O)NCC(C#CCN(CC)CC)N(CC)CC` (stereo unspecified) gave PNC assembly inh -93*, IMPase inh 7, 15-hLO-2 inh 6% and 12-hLO inh -1%.
`CCOc1cccc(OCCOCCNC(C)(C)C)c1` gave PNC assembly inh 2 and 12-hLO inh -1%.

A run of entries from further up, for reference:
For CCC(=O)Nc1cccc(NC(=S)NC(=O)c2ccccc2Cl)c1 the results were PNC assembly inh inconclusive, IMPase inh 9, 15-hLO-2 inh -17% and 12-hLO inh -1%.
Screening COC(=O)CSc1nc2c(c(C3CC=CCC3)c1C#N)CCC2 (stereo unspecified) returned PNC assembly inh inconclusive, IMPase inh -6 and 12-hLO inh -2%.
For COc1cc(C2C(C#N)=C(C)NC(C)=C2C#N)cc(OC)c1OC the results were PNC assembly inh 19 and 12-hLO inh 1%.
`O=[N+]([O-])c1cc(CN2CCCC2)c2cccnc2c1O` gave PNC assembly inh 8 and 12-hLO inh -13%.
`Cc1c(N2C(=O)/C(=C\c3ccc(N(C)C)cc3)N(C)C2=S)c(=O)n(-c2ccccc2)n1C` gave PNC assembly inh inconclusive, IMPase inh 14 and 12-hLO inh -7%.
`CCCCOC(=O)C1=C(C)NC(=O)NC1c1ccc([N+](=O)[O-])s1` (stereo unspecified) gave PNC assembly inh 8 and 12-hLO inh -3%.
`Cc1cc(C)cc(N2CCCC2=O)c1` gave PNC assembly inh inconclusive, IMPase inh 8 and 12-hLO inh 13%.
For Cn1c(=O)c(C(=O)CN2CCc3ccccc32)c(N)n(Cc2ccccc2)c1=O the results were PNC assembly inh inconclusive, IMPase inh 2 and 12-hLO inh 0%.
For CN(Cc1ccccc1)c1nc2c(c(=O)[nH]c(=O)n2C)n1Cc1ccccc1Cl the results were PNC assembly inh -16, IMPase inh 4, 15-hLO-2 inh 4%[2.29 µM] and 12-hLO inh -2%.
For O=C(Nc1cccc(-c2nc3cccnc3s2)c1)C1c2ccccc2Oc2ccccc21 the results were PNC assembly inh -119* and 12-hLO inh 3%.

(continued)
Screening Cc1ccccc1N(CC(=O)Nc1ccc(F)cc1)S(C)(=O)=O returned PNC assembly inh 22, IMPase inh -3, 15-hLO-2 inh -8% and 12-hLO inh -3%.
Screening CC(C)(C)c1nn(-c2ccccc2)c2[nH]c(=O)c(CNCc3ccco3)cc12 returned PNC assembly inh 26, IMPase inh 12, 15-hLO-2 inh 39%[activator] and 12-hLO inh 1%.
For COCCNC(=O)c1onc(CSc2ccccc2)c1C(=O)O the results were PNC assembly inh -7, IMPase inh -8, 15-hLO-2 inh 0% and 12-hLO inh 7%.
For CC1CC(C)(C)NC(=S)N1CCCC(=O)N1CCN(c2ccc(F)cc2)CC1 (stereo unspecified) the results were PNC assembly inh inconclusive and 12-hLO inh -3%.
